Compound activity from PubChem BioAssay.
MCF10A rerep: DNA re-replication induction in MCF 10a cells. Potency, µM (titrated, usually from 46.1 µM), inactives show at the highest dose activity, positive = re-replication, most hits filed as activators. MCF 10A DNA re-replication, Hoechst nuclear intensity, 48 h. 350,000 compounds, 2.9% hits; also: potency is read from the fitted curve at half-maximal effect; % of control where 0% means no effect; nearly all actives have a fitted effect of over 50% in size
Nrf2 ARE act: activators of Nrf2 (ARE) signaling | Potency, µM (top dose mostly 46.1 µM), for inactives: top-dose activation, most hits filed as activators | 410,000 compounds, 0.31% hits | AREc32 ARE-luciferase reporter (MCF7-derived line), luminescence, 24 h; also: potency is read from the fitted curve at half-maximal effect; % of control where 0% means no effect; nearly all actives have a fitted effect of over 65% in size
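AREc32_Fluc, 1000 cells/well, OPTI-MEM + 5% FBS, o/n 37 deg C 5% CO2; 23 nL cpd by pin tool, 24 hr; Steady-Glo 30 min RT, luminescence.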
ATXN2 expr inh: reduces ATXN2 reporter expression in HEK-293 cells. Potency, µM (top dose mostly 57 µM), inactives show at the highest dose activity change, negative = inhibition, hits mostly inhibitors. 360,000 compounds, 0.72% hits. HEK-293 ATXN2-luciferase reporter, luminescence, 24 h. AID 1745845; also: potency is read from the fitted curve at half-maximal effect; % is scaled to controls: 0 for no effect and ±100 for the full control effect; nearly all actives have a fitted effect of over 55% in size
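qHTS (up to 57 uM final) was run with 24 h compound exposure of reporter cells at 37 °C. Each well was multiplexed: SteadyGlo luminescence measured ATXN2-luciferase expression after a fluorogenic Gly-Phe-AFC viability readout (25 uM final).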
IL-1B inflam inh: inhibitors of inflammasome signaling (IL-1 beta secretion) | THP-1 LPS/ATP IL-1B secretion, AlphaLISA, 16 h; hits give low values | activity change, % at 57.5 µM | 360,000 compounds, 4.7% hits; in the data active = activity change below about -50%; inconclusive = mostly about -30% to -49%; also: % is scaled to controls: 0 for no effect and ±100 for the full control effect
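Secreted IL-1B measured by AlphaLISA bead assay after 16 h compound exposure of THP-1 cells; compounds (final up to 57.5 uM) added 1 h before LPS (250 ng/mL) and ATP (1.25 mM) stimulation; lower signal means less secretion.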
ATXN viability: cell viability loss in ATXN counter-screen | 400,000 compounds, 0.49% hits | S2 cells (HEK-293 line with an ATXN2-luciferase reporter) viability, CellTiter-Fluor protease fluorescence, 24 h | Potency, µM (top dose mostly 56.7 µM), hits mostly cytotoxic; also: potency is read from the fitted curve at half-maximal effect; nearly all actives have a fitted effect of over 40% in size
A549 tox: kills or reduces viability of A549 cells in Nrf2 counter-screen | AID 504648 | Potency, µM (titrated, usually from 46 µM), without a hit: top-dose activity change, negative = cytotoxicity, actives largely listed as inhibitors | A549 ARE-Fluc cells, CellTiter-Fluor viability, 18-24 h | 390,000 compounds, 0.16% hits; also: potency is read from the fitted curve at half-maximal effect; % is scaled to controls: 0 for no effect and ±100 for the full control effect
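A549 ARE-Fluc cells in 5% FBS OPTI-MEM, 5000 cells/well, rested 2 h then exposed to compounds in concentration-response for 18-24 h at 37 °C. Viability by CellTiter-Fluor fluorescence (Ex 405/Em 525) after 30 min; luciferase luminescence (BugLite, 15 min, RT) read afterwards.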
TGFb SMAD3 inh: TGF-b pathway inhibition. HepG2 CAGA-GFP TGF-b/SMAD3 reporter, GFP fluorescence, 18 h; TGF-beta stimulated, 500 pg/mL final. Potency, µM (series often up to 46.1 µM), without a hit: top-dose activity, negative = inhibition, actives largely listed as inhibitors. 410,000 compounds, 1.2% hits. AID 588855; also: potency is read from the fitted curve at half-maximal effect; % is scaled to controls: 0 for no effect and ±100 for the full control effect; nearly all actives have a fitted effect of over 65% in size
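First, reporter cells (HEPG2 CAGA-GFP) rested 2 h at 37 degrees C. Next, compounds were pinned in and TGF-beta added to 500 pg/mL final. After 18 h, GFP was imaged per cell and summed per well.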
Nrf2 block: Nrf2 pathway inhibition; A549 ARE-Fluc reporter, luciferase luminescence, 18-24 h; Potency, µM (highest dose often 46 µM), inactives show top-dose activity change, negative = inhibition, actives largely listed as inhibitors; 360,000 compounds, 2.1% hits; also: potency is read from the fitted curve at half-maximal effect; % is scaled to controls: 0 for no effect and ±100 for the full control effect; nearly all actives have a fitted effect of over 60% in size
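Concentration-response testing used A549 ARE_Fluc cells at 5000 cells/well. Following an 18-24 h compound incubation, viability was read by fluorescence (Ex 405/Em 525) and luciferase output by luminescence.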
HepG2 tox: counter-screen for TGF-b inhibitors: cytotoxicity in HepG2 cells; HepG2 CAGA-GFP viability, ATP luminescence, 18 h; Potency, µM (highest dose often 46.1 µM), for the others: top-dose activity change, negative = cytotoxicity, hits mostly cytotoxic; 410,000 compounds, 0.76% hits; AID 588856; also: potency is read from the fitted curve at half-maximal effect; some results filed as inactive show a strong effect at the top dose
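HepG2 CAGA-GFP cells (1000/well, DMEM with 1% FBS) received compound, then TGF-beta at 500 pg/mL final, and were incubated 18 hours at 37 degrees C. Viability was read by CellTiter-Glo luminescence. Media-only wells were set as complete cell-killing and DMSO as no toxicity.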
* = called active by the depositor; i = inactive; u = inconclusive; x = no result given; & = joins results of further samples; [ ] = remark or other dose. Unless noted, calls follow the shape of the dose curve; as a rule, active = well fitted curve in the direction sought with a large enough effect; inconclusive = small, poorly fitted or top-dose-only effect, or another doubt; inactive = no such curve, though single readings can be large; an effect the other way counts as inactive or inconclusive.

Value order – TGFb SMAD3 inh	ATXN viability	MCF10A rerep	IL-1B inflam inh	Nrf2 ARE act	A549 tox	HepG2 tox	Nrf2 block	ATXN2 expr inh
CC1(C)CC(N2CCN(c3ccccc3)CC2)=CC(=[N+]2CCCC2)C1
 : -19.8%	i	2.4%	-101.6*	-0.4%	-5.5%	-3.4%	u	u
O=C(Nc1ccccc1C(=O)OCC(=O)c1c[nH]c2ccccc12)c1ccco1
 : -1.2%	i	24.4%	-1.5	4.5%	-13.8%	-34.2%	-11.7%	10.8%
CS(=O)(=O)Cc1nc2ccccc2oc1=O
 : 0.0%	i	5.0%	10.2	u	-1.0%	0.3%	x	0.7%
COc1cc(CC(=O)OCC(=O)Nc2ccc(N(C)C)cc2)cc(OC)c1OC
 : 19.5%	i	-6.1%	8.9	-0.3%	10.0%	6.7%	1.5%	x
COc1cccc(CN2CCN(C(=O)c3ccc(-c4ccccc4)cc3)CC2)c1
 : u	i	u	0.0	0.0%	-5.4%	-44.9%	6.9%	-9.7%
O=C1CCCN2N=C(SCC(=O)Nc3nc4ccccc4s3)SC2=N1
 : -6.1%	u	-3.5%	22.9	6.8%	1.5%	5.3%	3.7%	x
O=C1C(NS(=O)(=O)c2ccc(Br)cc2)=C(N2CCCCC2)C(=O)c2ccccc21
 : u	u	1.2%	-21.0	-0.3%	-2.1%	-90.1%	-2.4%	x
COc1ccc(NC(=O)c2cc3nc(-c4ccc(C)c(C)c4)cc(C(F)(F)F)n3n2)cc1
 : -7.9%	i	x	x	-1.1%	-2.9%	0.3%	1.5%	-3.1%
COC(=O)C1=C(C)NC(C)=C(C(=O)OC)C1C(=O)OC(C)C(=O)c1ccccc1 (stereo not given)
 : 34.2%&3.5%[activator]	i	5.3%&20.2%	20.4&-14.6	-0.1%&-0.4%	-5.1%&-10.5%	20.4%&-1.4%	u	5.8%&-4.8%
CCOc1cc(NC(=O)C2CC2)c(OCC)cc1NC(=O)c1cc(OC)c(OC)c(OC)c1
 : 23.5%	i	-5.6%	18.6	-0.5%	5.1%	6.0%	0.5%	-17.8%
CCOC(=O)Cn1cnc2sc(C(=O)OC)c(C)c2c1=O
 : -19.3%	i	5.5%	3.7	-0.7%	0.2%	5.4%	-13.1%	5.4%
Cc1cc(C(=O)NCCC2=CCCCC2)no1
 : 5.8%	i	3.9%	0.0	0.4%	1.6%	4.6%	u	46.7%[activator]
O=C(COc1ccc(S(=O)(=O)N2CCOCC2)cc1)Nc1ccccc1Cl
 : -6.4%	i	-27.6%	-11.5	0.4%	9.6%	-28.8%	-17.5%	-3.5%
CC(C)C[C@@H]1Cc2[nH]c(=S)[nH]c(=O)c2[C@H](C)O1
 : x	i	x	16.3	-1.2%	x	x	x	12.1%
Cc1ccc(-c2cn3c(n2)sc2cc(C(=O)NCc4cccs4)ccc23)cc1
 : 20.2%	x	x	x	3.6%	1.3%	-7.3%	0.3%	x
CCCCn1c(C)csc1=Nc1cccnc1
 : -5.1%	i	18.3%	-13.5	-0.4%	7.8%	-14.1%	u	-13.5%
CC1(c2nnnn2-c2ccc3c(c2)OCCO3)CCC(=O)N1CCc1ccccc1F (stereo not given)
 : x	i	x	5.8	-0.1%	x	x	x	6.0%
O=C(CCC1CCN(C(=O)c2cc(C(F)(F)F)ccc2Cl)CC1)NC1CC1
 : 15.5%	i	-1.8%	13.1	-0.1%	1.0%	9.3%	2.3%	x
Cc1ccc(C2C(C#N)=C(N)Oc3n[nH]c(-c4cccs4)c32)cc1 (stereo not given)
 : u	u	2.3%	-13.0	12.7%	-12.9%	-25.8%	0.5%	-6.3%
COc1ccc2oc(=O)cc(CN3CCOCC3)c2c1
 : -12.2%	i	-10.5%	34.0	-0.4%	-3.0%	-5.7%	-1.7%	5.7%
CC(=O)Oc1ccc(C(=O)[C@H]2[C@H]3C(=O)N(c4ccc5ccccc5c4)C(=O)[C@H]3[C@@H]3C=CC=NN32)cc1
 : -3.1%	i	u	9.9	16.9%	-4.1%	-28.3%	u	34.3%[activator]
O=C(Nc1cc(S(=O)(=O)N2CCCCC2)ccc1N1CCOCC1)c1ccc(C(F)(F)F)cc1
 : 9.2%	i	u	-24.2	0.4%	3.6%	8.4%	-15.7%	2.3%
CSc1ccc(CNC(=O)C(C)n2nc(C)c3c(C)n(-c4ccccc4)nc3c2=O)cc1 (stereo not given)
 : u	u	4.9%	5.3	0.0%	7.4%	-23.6%	-15.7%	-19.7%
CCOc1ccc(S(=O)(=O)N2CCN(C(=O)c3oc4ccccc4c3C)CC2)cc1
 : -17.4%	i	4.1%	-12.6	0.5%	-21.6%	-22.7%	u	-9.2%
CCN(CC)CCCn1c2c(c(SCC(=O)Nc3cccc(C(C)=O)c3)nc1=O)CCC2
 : 3.4%	i	0.1%	-10.5	5.3%	2.8%	15.4%	-3.5%	12.2%
COc1ccc(NS(=O)(=O)c2cccc(N3CC(O)=C(c4ccccc4)C3=N)c2)cc1
 : 2.1%	i	1.4%	12.9	0.0%	0.5%	-10.3%	-16.6%	x
O=C(Nc1ccnn1C1CCN(Cc2cccc(O)c2)CC1)C1CCCC1
 : -7.7%	i	6.8%	i	-0.4%	3.0%	15.2%	-0.3%	-6.9%
O=C(O)c1ccc2c(c1)C(=O)N(c1ccc(/C=C/C(=O)c3ccccc3)cc1)C2=O
 : -0.5%	x	u	-153.9*	3.1%	-3.2%	-4.9%	0.0%	x
COc1ccc(OCCSc2ccc(S(=O)(=O)N3CCCC3)cn2)cc1
 : -22.1%	i	3.3%	-1.5	4.9%	0.4%	-22.8%	-10.1%	-34.5%
Cc1cccc(NC(=O)CCS(=O)(=O)c2cccc3nsnc23)c1C
 : u	i	0.0%	-27.0	0.9%&-0.5%	-11.5%&-9.9%	-12.1%&-4.7%	8.2%[9.27 µM]	4.1%&-9.6%

Filtered by structure, the compounds so far containing a Cl atom (2)
Value order – TGFb SMAD3 inh	ATXN viability	MCF10A rerep	IL-1B inflam inh	Nrf2 ARE act	A549 tox	HepG2 tox	Nrf2 block	ATXN2 expr inh
O=C(COc1ccc(S(=O)(=O)N2CCOCC2)cc1)Nc1ccccc1Cl
 : -6.4%	i	-27.6%	-11.5	0.4%	9.6%	-28.8%	-17.5%	-3.5%
O=C(CCC1CCN(C(=O)c2cc(C(F)(F)F)ccc2Cl)CC1)NC1CC1
 : 15.5%	i	-1.8%	13.1	-0.1%	1.0%	9.3%	2.3%	x

New compounds follow:
Value order – TGFb SMAD3 inh	ATXN viability	MCF10A rerep	IL-1B inflam inh	Nrf2 ARE act	A549 tox	HepG2 tox	Nrf2 block	ATXN2 expr inh
COc1ccc(C2N(C(=O)c3ccccc3)CCN2C(=O)c2ccccc2)cc1
 : -2.2%	i	7.2%	-27.8	0.0%	-8.8%	-16.2%	-26.0%	-5.9%
COc1ccc([N+](=O)[O-])cc1N1C(=O)c2cccc3cccc(c23)C1=O
 : -10.4%	i	u	15.8	-0.6%	-7.5%	1.3%	3.9%	-5.9%
COc1cccc(C(NC(C)=O)c2nc(-c3ccoc3)cs2)c1 (stereo not given)
 : -13.8%	i	x	-0.7	-0.6%	x	-6.1%	x	5.1%
CC(=O)/C(C#N)=C1\NC(=O)C(Cc2ccccc2Cl)S1 (stereo not given)
 : 60.6%[activator]	i	u	15.4	-0.3%	u	-32.8%	u	-24.2%
COC(=O)c1ccc2c(=O)n(CCCCCC(=O)N3CCN(c4ccc(F)cc4)CC3)c(=O)[nH]c2c1
 : 1.8%	i	11.3%	28.3	0.3%	0.7%	-3.2%	-11.3%	u
CC(C)CC(c1nnnn1C1CCCC1)N1CCC(C(N)=O)CC1 (stereo not given)
 : 0.0%	i	4.9%	2.4	-0.1%	4.5%	-7.4%	6.3%	-13.3%
O=C(NCCCN1CCOCC1)c1cc(-c2cccc(O)c2)on1
 : -9.4%	i	10.1%	35.7	4.1%	-2.8%	-6.3%	19.0%	-12.1%
CN(C)CCN1CCN(C2CN(Cc3cn(Cc4cccc(Cl)c4)nn3)S(=O)(=O)C2)CC1 (stereo not given)
 : x	i	x	0.0	0.4%	x	x	x	6.2%
O/N=C/c1ccc(OCC(O)COc2ccc(/C=N/O)cc2)cc1
 : -1.1%	i	-9.6%	-11.8	3.3%	-2.3%	-3.9%	x	3.9%
O=[N+]([O-])c1cccc(/C([O-])=C(/C(=S)Nc2ccccc2)[n+]2ccccc2)c1
 : -31.9%	i	3.5%	0.0	0.7%[9.22 µM]	-4.4%	-9.9%	17.0%	6.6%
CC(C)(C)[C@H]1C=C(C(=O)N2CCN(Cc3ccccc3)CC2)O[C@@H](OCCCCO)C1
 : u	i	10.6%	-7.9	-0.5%	3.2%	-4.1%	-10.0%	-2.8%
CCOC(=O)c1c(-c2ccc(C)cc2)csc1NC(=O)c1nc(SC(C)C)ncc1Cl
 : -6.2%	u	x	x	0.0%	1.3%	-4.0%	9.3%	5.8%

By substructure, those above containing a thiophene ring, fused or not.
Value order – TGFb SMAD3 inh	ATXN viability	MCF10A rerep	IL-1B inflam inh	Nrf2 ARE act	A549 tox	HepG2 tox	Nrf2 block	ATXN2 expr inh
CCOC(=O)Cn1cnc2sc(C(=O)OC)c(C)c2c1=O
 : -19.3%	i	5.5%	3.7	-0.7%	0.2%	5.4%	-13.1%	5.4%
Cc1ccc(-c2cn3c(n2)sc2cc(C(=O)NCc4cccs4)ccc23)cc1
 : 20.2%	x	x	x	3.6%	1.3%	-7.3%	0.3%	x
Cc1ccc(C2C(C#N)=C(N)Oc3n[nH]c(-c4cccs4)c32)cc1 (stereo not given)
 : u	u	2.3%	-13.0	12.7%	-12.9%	-25.8%	0.5%	-6.3%
CCOC(=O)c1c(-c2ccc(C)cc2)csc1NC(=O)c1nc(SC(C)C)ncc1Cl
 : -6.2%	u	x	x	0.0%	1.3%	-4.0%	9.3%	5.8%
